# Bioassay records from PubChem.
# SIRT5 inh = SIRT5 desuccinylase inhibitors, primary screen, biochemical, fluorescence imaging, single point, set 5; inhibition, % at 15 µM; NAD-dependent protein deacylase sirtuin-5, mitochondrial (Homo sapiens), Q9NXA8; Purified SirT5, succinyl-peptide AMC, trypsin-coupled fluorescence; actives 1.1% (n = 330,000); in the data active means inhibition above about 15%; inconclusive means no clear call, values can overlap the other calls
# Target sequence (Q9NXA8 whole entry, looked up): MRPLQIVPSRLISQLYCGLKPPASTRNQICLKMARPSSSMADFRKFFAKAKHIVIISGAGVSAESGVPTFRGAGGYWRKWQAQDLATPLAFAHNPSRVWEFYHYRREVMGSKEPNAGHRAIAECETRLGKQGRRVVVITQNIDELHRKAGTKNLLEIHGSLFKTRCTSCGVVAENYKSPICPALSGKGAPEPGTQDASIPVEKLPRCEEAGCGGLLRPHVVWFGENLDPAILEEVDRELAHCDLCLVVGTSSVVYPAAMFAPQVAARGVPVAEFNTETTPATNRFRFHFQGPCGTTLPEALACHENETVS
# FN deposit inh = inhibitors of fibronectin matrix deposition, primary screen, AH1F cells, Alexa488-fibronectin fluorescence, plate reader; actives 0.086% (n = 350,000); inhibition, % at 12.6 µM; AID 743247, 2014; AH1F fibroblasts, overnight;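 active means mean inhibition across replicates of 30% or more, regardless of how many single replicates reach that level; inconclusive means mean under 30% yet at least half of replicates reach 30%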;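 further: positive control wells lacked labelled fibronectin entirely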
#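 Test system: AH1F fibroblast monolayer depositing Alexa488-labelled fibronectin into matrix. Input: 10000 cells per well. Technique: fluorescence, ex 485 nm, em 525 nm. Buffer or medium: DMEM plus 2% serum, read in PBS. Timing: 1 h cell adhesion before compound, then overnight fibronectin incubation. Compound: single dose, pinned. Read-out basis: inhibition from reduced deposited-fibronectin fluorescence.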
# CASP6 VEID inh = human caspase-6 inhibitors, primary screen, biochemical, VEID-R110 fluorescence, single point, set 2 | P55212 | purified caspase-6, Z-VEID-R110 cleavage fluorescence | inhibition, % at 12.5 µM | actives 0.53% (n = 350,000);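 active means mean inhibition across replicates at least about 35%, with every replicate also reaching that limit, limit read from the data; inconclusive means only one of the two criteria met; inactive means neither criterion met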;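 further: 0% = median of neutral control wells and 100% = no fluorescence left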
# Target sequence (P55212 24-179 limits assumed): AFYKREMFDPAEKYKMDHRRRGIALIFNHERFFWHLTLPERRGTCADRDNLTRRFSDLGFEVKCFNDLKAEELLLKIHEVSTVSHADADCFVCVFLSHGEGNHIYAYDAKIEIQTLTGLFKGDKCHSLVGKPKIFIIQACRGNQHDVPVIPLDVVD
# Target sequence (P55212 194-293 limits assumed): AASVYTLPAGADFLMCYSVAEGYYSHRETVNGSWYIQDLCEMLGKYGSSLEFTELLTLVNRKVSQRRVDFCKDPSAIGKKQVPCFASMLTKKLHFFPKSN
# S100A4 inh HTS = inhibitors of S100A4-myosin IIA peptide binding, primary screen, biochemical, fluorescence polarization, TAMRA-MyoIIA peptide. Protein S100-A4 (Homo sapiens), P26447. inhibition, % at 10.7 µM. actives 0.14% (n = 360,000). AID 652163, 2013;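 active means mean inhibition of at least 70% across replicates, with every replicate also reaching that level; inconclusive means mean inhibition reaches 70% but some replicates fall short; inactive means mean inhibition below 70%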
# Target sequence (P26447 whole entry, looked up): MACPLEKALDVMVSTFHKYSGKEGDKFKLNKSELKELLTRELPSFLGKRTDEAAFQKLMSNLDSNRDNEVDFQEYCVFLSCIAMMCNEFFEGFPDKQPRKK
#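 Compound dosing: one dose per compound; test system: human S100A4 monomer with TAMRA-labelled myosin IIA peptide; probe or stimulus: TAMRA-labelled myosin IIA heavy-chain peptide probe, 5 nM; medium: HEPES buffer with Ca2+, pH 7.2; schedule: 5 min incubation before reading; benchmarks: neutral control DMSO, positive control TFP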
# esBAF inh = Bmi1 luciferase reporter increase in mESCs, primary screen, esBAF inhibitor project, mouse ES cells, Bmi1 luciferase knock-in, single point | 24 h; 100% = twice the neutral-well signal | reporter increase, % at 12.5 µM | actives 2% (n = 350,000) | AID 602393, 2012; in the data active means activation above about 40%; inconclusive means no clear call, values can overlap the other calls;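 further: 0% = median of the plate's neutral control wells and 100% = double that signal; a rise in the Bmi1 reporter signal indicates esBAF inhibition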
# Statin myotox sup = suppressors of statin myotoxicity in C2C12 myotubes, primary screen, cell-based, single point, plate reader; C2C12 myotubes + simvastatin, ATP luminescence, 48 h; scaled: DMSO 0, geranylgeraniol control 100; rescue of ATP level, % at 7.49 µM; actives 0.78% (n = 330,000);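 active means mean ATP rescue above about 67%, or every replicate alone reaching that limit, limit read from the data, passing the limit was not always enough; inconclusive means no clear call, values can overlap the other calls; inactive means mean under the limit and some replicate under it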;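 further: myotubes were challenged with 10 µM simvastatin during compound exposure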
# LGR2 antag = inhibitors of bursicon-induced LGR2 CRE-luciferase signal, primary screen, cell-based, HEK293, CRE-luciferase reporter, bursicon stimulation; actives 0.35% (n = 380,000); inhibition, % at 9.99 µM; Drosophila bursicon receptor LGR2 (rickets); bursicon-stimulated, 4 h;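 active means drop in luminescence signal, shown as inhibition above about 50% in the replicate tests, limit read from the data, passing the limit was not always enough; inconclusive means probably only some replicates passing the limit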;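 further: agonist challenge used bursicon conditioned medium at about half maximal strength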
# Numbers without * were called inactive; ? = inconclusive; · = not tested or not shown.
# The first 2 entries (preview)
SMILES,SIRT5 inh,FN deposit inh,CASP6 VEID inh,S100A4 inh HTS,esBAF inh,Statin myotox sup,LGR2 antag
CCOC(=O)/C=C1/SCC(=O)N1CC(=O)c1ccc[nH]1,2,-4,2,0,·,·,2
C[C@H](CO)N1C[C@H](C)[C@@H](CN(C)S(=O)(=O)c2cccs2)OCCCC[C@H](C)Oc2ccc(NC(=O)Nc3cccc4ccccc34)cc2C1=O,·,·,·,·,-5,37,13

# The list itself, repeating the preview:
SMILES,SIRT5 inh,FN deposit inh,CASP6 VEID inh,S100A4 inh HTS,esBAF inh,Statin myotox sup,LGR2 antag
CCOC(=O)/C=C1/SCC(=O)N1CC(=O)c1ccc[nH]1,2,-4,2,0,·,·,2
C[C@H](CO)N1C[C@H](C)[C@@H](CN(C)S(=O)(=O)c2cccs2)OCCCC[C@H](C)Oc2ccc(NC(=O)Nc3cccc4ccccc34)cc2C1=O,·,·,·,·,-5,37,13
CCC(C)(C)NC(=O)C(c1ccc(OC)cc1)N(C(=O)CCC(=O)Nc1cc(C)on1)c1ccc(OC)cc1OC (configuration not stated),2,-2,0,-3,-3,7,9
CSc1ccc(C(=O)C2CCCN(C(=O)Cn3cnnn3)C2)cc1 (configuration not stated),-2,-1,4,3,-9,0,5
O=c1[nH]c(Nc2ccc3c(c2)OCCO3)nnc1Cc1ccccc1,4,3,-1,-6,·,·,-1
C[C@@H]1CCCCO[C@@H](CN(C)CC2CC2)[C@@H](C)CN([C@H](C)CO)C(=O)c2cc(NC(=O)c3ccccc3)ccc2O1,-5,11,-7,11,4,·,7
CCc1nc2ccc(C(=O)NCCCN3CCN(c4ccccc4F)CC3)cc2nc1CC,1,2,-14,-5,4,16,-5
C/C=C/c1ccc2c(c1)O[C@H](CN(C)Cc1ccccc1)[C@H](C)CN([C@@H](C)CO)S2(=O)=O,4,5,3,-1,-1,-37,0
Cc1noc(C)c1C(=O)N1CCC1(C)C(=O)NS(=O)(=O)c1cccs1 (configuration not stated),0,-2,0,1,-2,2,2
NS(=O)(=O)c1ccc(-c2ccc(/C=N/Nc3ccc(C(=O)O)cc3)o2)cc1,4,1,34,-5,20,-16,-15
O=C(c1ccc2c(c1)OCO2)N1CCCCN2[C@H](C1)[C@@H](c1ccc(-c3ccccc3)cc1)[C@@H]2CO,3,·,2,2,·,·,-2
C1=CC(c2cc3ccccc3o2)OC(CCc2ccccc2)C1 (configuration not stated),·,-8,1,24,-9,5,10
COc1ccc(CC(N)c2csc(NC(=O)NCCc3ccc(OC)c(OC)c3)n2)cc1 (configuration not stated),·,3,4,-1,-3,-4,4
COc1ccc(S(=O)(=O)N[C@@H]2C=C[C@H](CC(=O)N3CCc4ccccc4C3)O[C@H]2CO)cc1,0,3,4,11,-1,24,-7
C[C@H]1CN([C@@H](C)CO)C(=O)c2cc(NC(=O)CCN3CCOCC3)ccc2O[C@H]1CN(C)C(=O)NC1CCCCC1,1,0,1,0,-1,-1,-15
C=CCC[C@@H](Cc1ccc(F)cc1)C(=O)OC[C@@H](Cc1c[nH]c2ccccc12)NC(=O)[C@@H](CC=C)CC(=O)N(CCO)Cc1ccccc1,-5,·,-1,8,4,15,20
Cc1ccc(S(=O)(=O)N2CCCCC2)cc1NC(=O)COC(=O)C1CC1,7,-3,1,4,-2,10,-12
Cn1c(Sc2ccc(Br)cc2)c(C=O)c2ccccc21,·,·,·,·,-9,14,44
COc1ccc(-c2nc(CN3CCN(C(=O)c4ccco4)CC3)c(C)o2)c(F)c1,-3,3,-2,-2,·,·,5
COC(=O)C1=C(C)N(c2cc(C)cc(C)c2)/C(=C/c2ccco2)C1=O,-1,2,17,3,0,15,-10
COc1ccccc1N1CCN(C(=O)CSc2nc3ccccc3nc2N2CCCCC2)CC1,4,-4,-3,-11,5,4,-2
COc1cccc(C2=CC(c3ccccc3)n3nnnc3N2)c1 (configuration not stated),-6,·,0,-2,15,-31,-4
CN(C)S(=O)(=O)c1ccc(C(=O)NCC(C)(C)CN=C2NS(=O)(=O)c3ccccc32)cc1,0,-13,-2,-5,-4,-9,3
CC(NC(=O)COc1ccc(Oc2ccccc2)cc1)C(=O)O (configuration not stated),·,2,·,·,-2,10,·
C[C@H]1CN([C@@H](C)CO)C(=O)c2cc(-c3ccncc3)cnc2O[C@H]1CN(C)Cc1ccc(F)cc1,7,-8,0,1,-3,-5,-19
# Other records follow:
SMILES,SIRT5 inh,FN deposit inh,CASP6 VEID inh,S100A4 inh HTS,esBAF inh,Statin myotox sup,LGR2 antag
COc1cccc(-c2cc(C(=O)Nc3cc(C)n(Cc4ccc(Cl)cc4)n3)no2)c1,13,·,-1,-16,-2,8,30
O=C(CSc1ncnc2ccccc12)NCCc1ccccc1,-2,3,-1,-5,·,·,6
Cc1nnc(SCc2ccc([N+](=O)[O-])cc2)o1,0,-6,-3,0,·,·,25
O=[N+]([O-])c1cc(Br)cc(/C=N/n2cnnc2)c1O,2,-1,0,0,·,·,35
CCCCCc1c(-c2ccc(OC)c(OC)c2)ncn1CCc1ccccc1OC,·,-8,-1,-1,·,·,26
C[C@@H]1CN([C@H](C)CO)C(=O)c2cc(NS(=O)(=O)c3cn(C)cn3)ccc2O[C@@H]1CN(C)C(=O)Nc1ccc2c(c1)OCO2,6,·,0,-21,7,-37,2
O=C(O)C1C2C=CC(C2)C1C(=O)Nc1ccc(C(=O)N2CCCCC2)cc1 (configuration not stated),·,·,·,·,-7,-6,2
CCOC(=O)c1c(N2CCN(c3ccccc3)CC2)cc(C)nc1C,-5,8,-1,7,-6,9,-4
COC(=O)c1ccc(CNC(=O)C2CCC(=O)N(CCCc3ccccc3)C2)cc1 (configuration not stated),-6,1,3,-4,-3,-2,4
CC(C)C#Cc1ccc2c(c1)O[C@H](CN(C)S(=O)(=O)c1cn(C)cn1)[C@@H](C)CN([C@H](C)CO)S2(=O)=O,4,-2,-2,?,5,-7,-10
CN(C(=O)CCc1ccccc1F)C1CCCN(Cc2ccccc2F)C1 (configuration not stated),-2,-9,0,-3,-9,7,3
CCC(=O)c1ccc(OCc2ccc(C(=O)OC)cc2)c(OC)c1,·,·,·,·,12,3,-20
C/C=C/c1ccc([C@H]2[C@@H](CO)N(C(C)=O)[C@H]2CN(CC(C)C)C(C)=O)cc1,·,·,·,·,3,10,6
C[C@@H]1CN([C@@H](C)CO)C(=O)c2cccc(NC(=O)Nc3ccc4c(c3)OCO4)c2O[C@@H]1CN(C)S(C)(=O)=O,-2,-3,4,5,4,·,-3
O=c1c(Sc2ccccc2)c(C(F)(F)F)[nH]n1-c1ccccc1,·,7,·,·,-5,2,·
CC(Sc1ncccn1)C(=O)N1CCc2ccccc21 (configuration not stated),-1,-1,0,-7,2,0,-15
CCCC(=O)OC[C@H]1CN([C@H](C)c2ccccc2)S(=O)(=O)c2c(F)cccc2O1,2,9,-1,5,·,·,2
O=C(CC(=O)N/N=C/c1ccc(F)cc1)N/N=C/c1ccc(F)cc1,0,3,-6,-6,·,·,-8
COc1ccc(-c2nn(CCC#N)cc2C=C(C#N)C#N)cc1,-1,-8,3,0,-1,1,13
Cc1cc(-c2nnc(SCC(=O)Nc3ccc(C)c(C)c3)n2N)n[nH]1,-2,6,-5,14,7,28,-8
Cc1ccc(Cn2nnc(C(=O)Nc3cccc(C)c3C)c2N)cc1,0,5,2,7,12,22,-3
Cc1cc(C)cc(NC(=O)Oc2ccccc2N2CCCCC2)c1,·,-2,2,-4,0,6,-2
Cc1cc(C)c[n+](C(C)C(=O)c2ccc(Cl)cc2)c1 (configuration not stated),0,0,-4,-3,-9,-6,5
COc1ccc(C(=O)CSc2nc(C(C)(C)C)nc3ccccc23)cc1,-6,-1,-1,-7,·,·,4
Cc1ccc(S(=O)(=O)N2CCCN(C(=O)c3ccc(-n4nccc4C)cc3)CC2)cc1,-11,5,-1,-5,10,33,1

# Retrieved by structure from the list above, two records:
SMILES,SIRT5 inh,FN deposit inh,CASP6 VEID inh,S100A4 inh HTS,esBAF inh,Statin myotox sup,LGR2 antag
C1=CC(c2cc3ccccc3o2)OC(CCc2ccccc2)C1 (configuration not stated),·,-8,1,24,-9,5,10
COC(=O)c1ccc(CNC(=O)C2CCC(=O)N(CCCc3ccccc3)C2)cc1 (configuration not stated),-6,1,3,-4,-3,-2,4

# Other results
SMILES,SIRT5 inh,FN deposit inh,CASP6 VEID inh,S100A4 inh HTS,esBAF inh,Statin myotox sup,LGR2 antag
CCOC(=O)CSc1nc(=O)n2cccc(C)c2n1,9,3,1,-131,·,·,21
C[C@H]1CCCCO[C@@H](CN(C)Cc2ccc3c(c2)OCO3)[C@@H](C)CN([C@@H](C)CO)C(=O)c2cc(NS(=O)(=O)c3cn(C)cn3)ccc2O1,·,0,·,·,8,11,10
COc1cc(C2C3C(=O)N(c4ccccc4)C(=O)C3ON2c2ccccc2)ccc1O (configuration not stated),·,3,·,·,10,20,·
COc1cc(NC(=O)c2cc([N+](=O)[O-])ccc2NC(=O)CNC2CCCCC2C)cc(OC)c1 (configuration not stated),5,-19,-1,0,·,·,27
Cn1nc(Oc2ncc(C(F)(F)F)cc2Cl)cc1C(F)(F)F,-5,4,-2,-8,·,·,8
CN1CCCCc2c1nc1c(c2N)CCCC1,·,10,·,·,1,-3,0
CC(=O)Nc1cc(-c2cccc(CO)c2)cn2c(-c3ccc(F)cc3)cnc12,0,2,3,-1,2,-5,-11
COc1ccc(CCNC(=O)C(=O)NCc2ccccc2C)cc1OC,0,12,1,3,2,11,2
CCCN(C)C[C@@H]1Oc2cc(-c3cncnc3)ccc2S(=O)(=O)N([C@H](C)CO)C[C@@H]1C,-3,-5,0,-3,1,4,0
c1ccc(-c2csc(-c3cccnc3)n2)cc1,-2,0,-1,-1,·,·,-78
C/C(=N\Nc1cc(-c2ccccc2)nc(-c2ccccc2)n1)c1ccc(O)c(C)c1,·,1,0,2,·,·,·

# Nothing new here: entries from further up.
SMILES,SIRT5 inh,FN deposit inh,CASP6 VEID inh,S100A4 inh HTS,esBAF inh,Statin myotox sup,LGR2 antag
CCOC(=O)CSc1nc(=O)n2cccc(C)c2n1,9,3,1,-131,·,·,21
C[C@H]1CCCCO[C@@H](CN(C)Cc2ccc3c(c2)OCO3)[C@@H](C)CN([C@@H](C)CO)C(=O)c2cc(NS(=O)(=O)c3cn(C)cn3)ccc2O1,·,0,·,·,8,11,10
COc1cc(C2C3C(=O)N(c4ccccc4)C(=O)C3ON2c2ccccc2)ccc1O (configuration not stated),·,3,·,·,10,20,·
COc1cc(NC(=O)c2cc([N+](=O)[O-])ccc2NC(=O)CNC2CCCCC2C)cc(OC)c1 (configuration not stated),5,-19,-1,0,·,·,27

# Not all compounds are listed, so the mix of outcomes need not match the whole.
